KOR beta-arrestin-1: KOR antagonists, beta-arrestin recruitment, cell-based, luminescence, uHTS (AID 1778) | Kappa-type opioid receptor (Homo sapiens) | KOR beta-arrestin recruitment, luminescence, antagonist mode; higher % means a stronger effect | one-dose inhibition, % at 10 µM; IC50 in µM for titrated hits | 290,000 compounds, 0.091% hits; further: strong numbers were not always called active
GPR55 activation: GPR55 agonists via beta-arrestin recruitment, primary screen, imaging, U2OS cells, beta-arrestin-GFP redistribution (AID 1961); U2OS GPR55 beta-arrestin-GFP redistribution imaging; higher % means a stronger effect; one-dose activation, % at 10 µM; EC50 in µM for titrated hits; 290,000 compounds, 0.048% hits;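 active means activation above 40% with more than 50 cells counted in the well; inconclusive means wells holding fewer than 50 cells, flagged as toxic or sparse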;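 further: U2OS osteosarcoma cells stably expressing GPR55 and beta-arrestin-GFP; plate controls were DMSO negative control for no effect and LPI positive control for full effect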
HIV fusion peptide: inhibitors of HIV fusion peptide binding, primary screen, biochemical, uHTS, fluorescence dequenching (AID 1986). cell-free peptide binding, fluorescence dequenching, 30 min; higher % means a stronger effect. 290,000 compounds, 0.3% hits. one-dose inhibition, % at 20 µM; IC50 in µM for titrated hits; in the data active means inhibition mostly above about 52%, no sharp cut-off; inactive means mostly below about 76%; further: some results filed as inactive read as strong as hits
KOR beta-arrestin-2: KOR agonists, beta-arrestin recruitment, primary screen, cell-based, luminescence, uHTS (AID 1777); Kappa-type opioid receptor (Homo sapiens); KOR beta-arrestin recruitment, luminescence; higher % means a stronger effect; activation, % at 10 µM; hits with a dose series show EC50 in µM; 280,000 compounds, 0.02% hits; in the data active means activation above about 50%, passing the limit was not always enough; further: a part of the inactive calls stands beside numbers as strong as those of hits
NOD2 inhibition: NOD2 signaling inhibitors, cell-based, luminescence, uHTS, HEK293 (AID 1566); one-dose inhibition, % at 4 µM; EC50 in µM for titrated hits; 290,000 compounds, 0.63% hits; HEK293 NOD2/NF-kB luciferase reporter, luminescence; higher % means a stronger effect; further: many of its hits are not listed in these tables
GPR55 LPI antagonism: GPR55 antagonists blocking LPI-driven arrestin recruitment, primary screen, imaging, U2OS, beta-arrestin-GFP, LPI agonist (AID 2013); U2OS GPR55 beta-arrestin-GFP translocation imaging, LPI antagonism; higher % means a stronger effect; 290,000 compounds, 0.13% hits; inhibition, % at 10 µM, or IC50 in µM where a hit was titrated; G-protein coupled receptor 55 (Homo sapiens);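 active means spots per cell inhibited over 60%, with over 100 cells counted and total cytoplasm intensity under 500,000; inconclusive means wells with under 100 cells, flagged as likely toxic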;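 further: U2OS cells stably carrying GPR55 and arrestin-GFP stimulated by 5 µM LPI near EC80; imaged beta-arrestin-GFP aggregate spots per cell after agonist stimulation; plate controls were LPI-stimulated DMSO wells for no effect and DMSO wells without LPI for full effect; some results filed as inactive read as strong as hits; confirmed hits need IC50 under 10 µM and bright autofluorescent wells are also inconclusive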
Rac1 GTP hydrolysis: MgcRacGAP GTPase-activating activity inhibitors, confirmation, biochemical, ADP Hunter fluorescence; Rac GTPase-activating protein 1 (Homo sapiens); MgcRacGAP-stimulated Rac1 GTP hydrolysis, ADP Hunter fluorescence; higher % means a stronger effect; GST-tagged Rac1 F28L mutant substrate; inhibition, % at 30 µM, or IC50 in µM where a hit was titrated; 340,000 compounds, 0.6% hits; AID 624330, 2012;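 active means first-screen hits whose inhibition reached a set limit at any dose in the follow-up dose series; inconclusive means inhibition above the set first-screen limit but never retested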;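 further: fluorescence reports GDP produced by GAP-driven GTP hydrolysis; strong numbers were not always called active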
NOD1 NF-kB reporter: NOD1 signaling inhibitors, primary screen, cell-based, luminescence, uHTS (AID 1578); one-dose inhibition, % at 4 µM; EC50 in µM for titrated hits; 290,000 compounds, 1% hits; NOD1-driven NF-kB luciferase reporter cells, luminescence; higher % means a stronger effect; in the data active means inhibition mostly above about 36%, no sharp cut-off; inactive means mostly below about 34%;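 further: HEK-293T reporter cells stimulated with the NOD1 agonist gamma-tri-DAP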
SV40 large T antigen: SV40 large T antigen inhibitors, biochemical (AID 1903) | inhibition, % at 20 µM; hits with a dose series show IC50 in µM | 310,000 compounds, 0.39% hits | SV40 large T antigen ATPase/helicase inhibition assay; higher % means a stronger effect; in the data active means a potency from the dose series; inconclusive means inhibition mostly from about 32% at the one dose, without a potency; inactive means the rest, 99 in 100 with inhibition below about 32%; further: strong numbers were not always called active
* hit, by the source's call; ? = inconclusive; nt = no result given; [ ] = dose if it differs, or a comment. Unless noted, no stated cut-off is given here; in the data, active means inhibition above about 50%; inactive means the rest. The list is partial; count on the stated rates, not on these rows.

SMILES	KOR beta-arrestin-1	GPR55 activation	HIV fusion peptide	KOR beta-arrestin-2	NOD2 inhibition	GPR55 LPI antagonism	Rac1 GTP hydrolysis	NOD1 NF-kB reporter	SV40 large T antigen
Cc1ccc(S(=O)(=O)N(C(=O)c2ccncc2)c2ccc(OC(=O)c3ccncc3)c3ccccc23)c(C)c1	-119%	-0.2%	0.2%	-4.5%	14%	-7%	12%	28%	28%
CN1C[C@@H]2C(c3ccc(C(F)(F)F)cc3)C3(c4cccnc4)CC2(C3)[C@H]1c1ccccc1 (stereo partly drawn)	-17%	-0.1%	0.6%	2.4%	28%	8%	9%	2%	-1%
CCOc1cc(C(=S)N2CCOCC2)ccc1OC	6%	-0.1%	-0.4%	-0.7%	6%	-2%	3%	-16%	10%
CC(C)Oc1ccc(/C(O)=C2/C(=O)C(=O)N(CCN3CCNCC3)C2c2ccc(C(C)C)cc2)cc1 (stereo not drawn)	32%	-0.1%	-1.0%	-0.8%	18%	18%	11%	-13%	8%
CCc1ccc(NC(=O)CCNS(=O)(=O)c2cccc3nsnc23)cc1	26%	0.2%	-1.8%	-4.3%	20%	-15%	2%	-24%	-9%
c1ccc(CCC2CCCCN2Cc2nc(C3CC3)no2)cc1 (stereo not drawn)	-48%	-0.2%	-0.4%	0.0%	9%	11%	0%	-23%	8%
COc1ccccc1N(CC(=O)NC1CCCCC1)S(=O)(=O)c1ccccc1	-63%	-0.4%	1.3%	0.3%	-6%	2%	5%	-14%	6%
CCN1CCN(CCNC(=O)CCCCCn2c(=O)[nH]c3cc(C(=O)OC)ccc3c2=O)CC1	-6%	-0.1%	0.3%	16%	2%	1%	2%	5%	16%
O=C(CSc1cccc(C(F)(F)F)c1)Nc1ccc(Cl)cc1Cl	6%	0.0%	1.8%	0.9%	1%	12%	4%	-36%	7%
Cc1cc(C)c2c(N=NN3CCCCC3)[nH]nc2n1	18%	0.4%	-1.0%	-0.1%	-50%	-2%	1%	-28%	20%
COc1cccc(C2CC(C(F)(F)F)n3ncc(C(=O)O)c3N2)c1 (stereo not drawn)	-4%	0.1%	3.5%	9.7%	-13%	4%	3%	-32%	1%
COc1ccccc1N1C(=O)c2ccccc2NC1c1ccncc1 (stereo not drawn)	28%	0.2%	-1.4%	-3.9%	4%	13%	5%	-12%	12%
CCCCN(CCCC)CC(O)CN1C(=O)NC(C)(C)C1=O (stereo not drawn)	-20%	0.9%	0.8%	0.4%	-9%	8%	6%	-17%	3%
CN1CCC(OC(=O)C23CCC(C)(C(=O)O2)C3(C)C)CC1 (stereo not drawn)	-12%	-0.1%	-1.2%	2.8%	6%	-3%	5%	-16%	15%
Cc1cc(C)c(S(=O)(=O)c2ccccc2C)c(OCC(C)(C)C)n1	-9%	0.3%	-2.9%	-1.5%	14%	7%	3%	18%	24%
CN(CCC1CCCCO1)C(=O)CCc1nnc(C2CCCCC2)o1 (stereo not drawn)	-16%[20 µM]	0.0%	-0.9%	-1.0%	-9%	4%	7%	-34%	9%
CCCc1nnc(NC(=O)COc2ccc3c(c2)OCO3)s1	-18%	0.3%	-1.6%	2.4%	-109%	11%	10%	-33%	5%
O=C(Nc1ccc(N2C(=O)C3C4C=CC(C4)C3C2=O)cc1)Nc1nncs1 (stereo not drawn)	47%	-0.1%	-1.0%	-1.5%	2%	0%	7%	nt	nt
O=C(NCC1CCCO1)C(c1ccc(F)cc1)N(CC1CCCO1)C(=O)c1ccc(-c2ccccc2)[nH]1 (stereo not drawn)	6%	-0.3%	0.8%	0.4%	-12%	12%	6%	-23%	2%
COc1ccc(-c2cc(=O)oc3c(C)c(OC(C)C(C)=O)ccc23)cc1 (stereo not drawn)	-14%	0.0%	-1.2%	-3.5%	21%	-2%	1%	-9%	11%
Cc1ccc(CN(CC(=O)NC2CCCC2)C(=O)CSc2nnc(COc3ccccc3)o2)cc1	-17%	0.0%	0.7%	6.5%	-17%	-5%	5%	15%	1%
Cc1cc(NS(=O)(=O)c2ccc(NC(=O)c3ccco3)cc2)no1	1%	-0.2%	1.5%	0.2%	21%	-19%	0%	9%	4%
CCCc1nnc(NC(=O)c2cc(OC)cc(OC)c2)s1	-23%	0.0%	-0.9%	7.9%	12%	1%	7%	1%	1%
Cc1ccc(CNC(=O)CCS(=O)(=O)c2cccc3nonc23)cc1	30%	0.0%	-1.8%	-2.8%	7%	10%	1%	-18%	10%
Cc1c(C2N3CC4(C)CN2CC(C)(C3)C4=O)c2ccccc2n1C (stereo not drawn)	37%	0.1%	96%	7.9%	12%	3%	4%	-3%	0%

Ordered by length of the SMILES (lowest first): eleven of the compounds above.
SMILES	KOR beta-arrestin-1	GPR55 activation	HIV fusion peptide	KOR beta-arrestin-2	NOD2 inhibition	GPR55 LPI antagonism	Rac1 GTP hydrolysis	NOD1 NF-kB reporter	SV40 large T antigen
CCOc1cc(C(=S)N2CCOCC2)ccc1OC	6%	-0.1%	-0.4%	-0.7%	6%	-2%	3%	-16%	10%
CCCc1nnc(NC(=O)c2cc(OC)cc(OC)c2)s1	-23%	0.0%	-0.9%	7.9%	12%	1%	7%	1%	1%
CCCc1nnc(NC(=O)COc2ccc3c(c2)OCO3)s1	-18%	0.3%	-1.6%	2.4%	-109%	11%	10%	-33%	5%
COc1ccccc1N1C(=O)c2ccccc2NC1c1ccncc1 (stereo not drawn)	28%	0.2%	-1.4%	-3.9%	4%	13%	5%	-12%	12%
CN(CCC1CCCCO1)C(=O)CCc1nnc(C2CCCCC2)o1 (stereo not drawn)	-16%[20 µM]	0.0%	-0.9%	-1.0%	-9%	4%	7%	-34%	9%
Cc1cc(NS(=O)(=O)c2ccc(NC(=O)c3ccco3)cc2)no1	1%	-0.2%	1.5%	0.2%	21%	-19%	0%	9%	4%
Cc1cc(C)c(S(=O)(=O)c2ccccc2C)c(OCC(C)(C)C)n1	-9%	0.3%	-2.9%	-1.5%	14%	7%	3%	18%	24%
COc1ccccc1N(CC(=O)NC1CCCCC1)S(=O)(=O)c1ccccc1	-63%	-0.4%	1.3%	0.3%	-6%	2%	5%	-14%	6%
COc1ccc(-c2cc(=O)oc3c(C)c(OC(C)C(C)=O)ccc23)cc1 (stereo not drawn)	-14%	0.0%	-1.2%	-3.5%	21%	-2%	1%	-9%	11%
CCN1CCN(CCNC(=O)CCCCCn2c(=O)[nH]c3cc(C(=O)OC)ccc3c2=O)CC1	-6%	-0.1%	0.3%	16%	2%	1%	2%	5%	16%
CN1C[C@@H]2C(c3ccc(C(F)(F)F)cc3)C3(c4cccnc4)CC2(C3)[C@H]1c1ccccc1 (stereo partly drawn)	-17%	-0.1%	0.6%	2.4%	28%	8%	9%	2%	-1%

More structures:
SMILES	KOR beta-arrestin-1	GPR55 activation	HIV fusion peptide	KOR beta-arrestin-2	NOD2 inhibition	GPR55 LPI antagonism	Rac1 GTP hydrolysis	NOD1 NF-kB reporter	SV40 large T antigen
COc1ccc(C(=O)NC(=S)Nc2ccccc2F)cc1	nt	-0.2%	2.2%	-1.3%	-42%	10%	1%	-34%	8%
CCN(CC)S(=O)(=O)c1ccc(OC)c(NC(=S)Nc2cc(C)ccc2C)c1	-27%	-0.2%	-0.4%	-1.3%	-2%	5%	nt	-22%	24%
CCOc1ccc(N(C(=O)c2cnccn2)C(C(=O)NC2CCCCC2)c2ccc(O)cc2)cc1 (stereo not drawn)	-26%	0.9%	0.4%	-5.6%	8%	4%	-2%	-24%	25%
CNC(=O)NC(=O)CSc1nnc(-c2ccco2)n1-c1ccccc1	22%[20 µM]	0.3%	-2.0%	-4.3%	12%	5%	9%	-26%	9%
COc1ccc(NC(=O)/C(=C/c2cccnc2)NC(=O)c2cccs2)cc1	-4%	-0.3%	2.7%	-0.5%	11%	-1%	4%	-22%	8%
CCCNc1c(N)c(=O)oc2ccccc12	-11%	-0.1%	0.3%	-9.6%	-17%	-9%	5%	-18%	1%
CCC(C)NC(=O)c1cc(CC(C)C)on1 (stereo not drawn)	-29%	-0.1%	1.7%	0.9%	-4%	-6%	-1%	-21%	2%
COc1ccccc1N1C(=O)C(Cl)=C(Nc2ccccc2O)C1=O	-1%	0.5%	18%	-3.5%	-4%	8%	20%	-33%	13%
CSCCNC(=O)c1ccc(C(C)(C)C)cc1	-20%	-0.1%	0.4%	6.4%	-82%	-6%	-18%	-43%	8%
O=C(NCCN1CCOCC1)C(=O)NCC1OCCN1S(=O)(=O)c1cc(F)ccc1F (stereo not drawn)	-8%	0.0%	1.4%	3.2%	-5%	9%	10%	-30%	14%
CCC(CC)C(=O)Nc1ccc(C(=O)Nc2cc(C)on2)cc1	11%	-0.3%	-2.0%	-7.8%	0%	6%	5%	-13%	-1%
CC1(C)CC(NC(=O)C(Cl)(Cl)Cl)CC(C)(C)N1	nt	0.1%	4.1%	-3.5%	5%	11%	3%	-21%	5%
CCn1c(COc2ccccc2)nc2ccccc21	18%	-0.4%	0.1%	-1.9%	-29%	-9%	3%	-45%	22%
CCCCOc1[nH]c2nc(-c3ccco3)n(Cc3ccco3)c(=N)c2c1C#N	36%	-0.1%	150%	-1.8%	8%	14%	14%	-12%	?
c1ccc(Cn2c(SCCN3CCOCC3)nnc2-c2cccnc2)cc1	-25%	0.2%	-1.5%	0.1%	2%	-8%	15%	11%	6%
CCCCc1nc(SCCOC)c2c(=O)n(C)c(=O)n(C)c2n1	-34%	-0.4%	1.7%	-10%	28%	2%	4%	-23%	5%
FC(F)(F)c1cnc2c(c1)[nH]c(=S)n2-c1ccc(Cl)cc1	-2%	0.3%	1.0%	2.7%	3%	4%	2%	14%	3%
CCc1ccc(OCC(=O)N(C)CCC#N)c(Br)c1	23%	0.2%	1.3%	0.2%	4%	-1%	-2%	-20%	3%
CC1(C)CC(=O)C(C=NCCCO)=C(O)C1	6%	-0.6%	-1.3%	-1.1%	6%	-7%	-4%	-7%	-2%
O=C(NC1CCN(Cc2ccccc2Cl)CC1)c1ccccc1	15%	0.4%	0.6%	-3.2%	-2%	1%	3%	-17%	5%
COc1ccc(-c2ccc(CCC(=O)O)n2NC(=O)c2ccc(C(C)(C)C)cc2)cc1	-3%	-0.2%	14%	0.1%	12%	2%	8%	-24%	9%
COc1ccccc1-c1cc(C(=O)NCCN2CCOCC2)no1	-7%	1.0%	-0.7%	0.7%	3%	6%	11%	-10%	1%

Source: PubChem BioAssay (several laboratories)
